UPR CHOP act: activators of apoptotic CHOP UPR arm, primary screen, cell-based, CHO-CHOP luciferase reporter, luminescence, uHTS; UPR activation; percent of tunicamycin response over DMSO baseline; activation, % at 10 µM; actives 0.34% (n = 330,000); AID 449763, 2010;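 active = at 10 µM dose, activation of 40% or more, normalized to positive control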;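 also: 100% = tunicamycin at 10 µg/mL and 0% = DMSO alone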
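System: CHO CHOP reporter cells. Amount: 500 cells per well. Buffer or medium: F12 medium, 10% FBS. Compound dosing: one dose, 10 µM in 0.5% DMSO. Incubation: 6 h compound exposure at 37 °C after overnight seeding. Technique: Steady-Glo luciferase luminescence. Benchmarks: tunicamycin and DMSO controls.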
APJ ag: agonists of human apelin receptor APJ, primary screen, CHO-K1 cells, PathHunter beta-arrestin, luminescence | 0% DMSO wells, 100% apelin | AID 2520, 2010 | actives 0.11% (n = 330,000) | P35414 | activation, % at 20 µM;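 active = activation more than six SD over the plate average, tested at 20 µM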;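 also: 0% = DMSO alone and 100% = apelin-13 at 10 nM; some results filed as inactive read as strong as hits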
Target sequence (P35414 whole entry, looked up): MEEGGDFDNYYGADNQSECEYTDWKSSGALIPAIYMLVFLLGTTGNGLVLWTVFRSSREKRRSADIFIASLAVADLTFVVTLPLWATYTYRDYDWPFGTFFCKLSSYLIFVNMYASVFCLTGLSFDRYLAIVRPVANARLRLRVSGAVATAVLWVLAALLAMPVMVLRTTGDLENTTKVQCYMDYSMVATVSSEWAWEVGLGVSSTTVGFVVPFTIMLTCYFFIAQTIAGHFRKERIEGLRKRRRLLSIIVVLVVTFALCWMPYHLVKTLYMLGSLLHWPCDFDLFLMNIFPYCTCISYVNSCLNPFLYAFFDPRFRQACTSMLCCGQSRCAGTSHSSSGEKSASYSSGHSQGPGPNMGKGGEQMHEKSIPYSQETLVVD
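Material: CHO-K1 APJ beta-arrestin complementation cell line; Input: cell density 1000 per well; Incubation: compound stimulation 90 min at 25 °C, detection 60 min; Signal: luminescence from split beta-galactosidase complementation, Galacton Star/Emerald II substrate; Controls: DMSO-only wells as negative, 10 nM Apelin-13 as positive control.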
tim23-1 inh: growth inhibitors of tim23-1 mutant yeast, primary screen, luminescence, uHTS. S. cerevisiae tim23-1 growth, BacTiter-Glo luminescence, 24 h. inhibition, % at 20 µM. actives 1.3% (n = 330,000). AID 463212, 2010;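 active = growth inhibition of the mutant yeast at or above 50%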;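 also: temperature-sensitive mutant grown at 25 °C; plate controls were DMSO-treated mutant yeast for no effect and medium wells lacking yeast for full effect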
Jurkat NFkB inh: inhibitors of induced NF-kB luciferase reporter, primary screen, TCR NF-kB activation inhibitor project, cell-based, luminescence, uHTS. Jurkat, PMA/ionomycin-induced NF-kB luciferase reporter. inhibition, % at 4 µM. actives 0.53% (n = 330,000). AID 435003, 2010; in the data active = inhibition above about 50%
XBP1 UPR activ: activators of adaptive XBP1 UPR arm, primary screen, cell-based, CHO-XBP1 luciferase reporter, luminescence, uHTS. IRE1-XBP1 UPR activation; percent of tunicamycin response, DMSO as zero. activation, % at 20 µM. actives 0.33% (n = 330,000). AID 463104, 2010;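 active = versus positive control, 20 µM dose yields 30% or more activation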;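 also: 100% = tunicamycin at 10 µg/mL and 0% = DMSO only wells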
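incubation = overnight seeding at 37 °C, 6 h compound treatment at 37 °C | assay system = CHO-XBP1 cells stably carrying IRE1-XBP1-driven luciferase reporter | input = 1000 cells per well | detection = luciferase luminescence | dosing = single point, 20 µM final compound, 1% DMSO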
APJ antag: antagonists of human apelin receptor APJ, primary screen, CHO-K1 cells, beta-arrestin complementation, luminescence. P35414. inhibition, % at 20 µM. actives 0.32% (n = 330,000). AID 2521, 2010;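 active = inhibition above about 40% at 20 µM, limit read from the data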;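 also: cells challenged with 10 nM apelin-13 agonist together with compound; plate controls were apelin-13 plus DMSO wells for no effect and DMSO wells lacking apelin-13 for full effect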
Mdm2-MdmX inh: inhibitors of human Mdm2-MdmX association, primary screen, cell-based, luminescence, split luciferase, SaOS-2, uHTS; Protein Mdm4 (Homo sapiens) + E3 ubiquitin-protein ligase Mdm2 (Homo sapiens), …; SaOS-2 split-luciferase Mdm2/MdmX complementation; inhibition, % at 8 µM; actives 3% (n = 330,000); AID 485346, 2010;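 active = inhibition of at least 50% at 8 µM in the primary screen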
697 NFkB inh: inhibitors of PMA/ionomycin-induced NF-kB reporter, 697 cells, primary screen, B-cell NF-kB inhibitor project, cell-based, luminescence, uHTS; actives 0.33% (n = 330,000); inhibition, % at 4 µM; 697 B-cell NF-kB luciferase reporter, 16 h; AID 435022, 2010; in the data active = inhibition above about 35%
* hit, by the source's call.

Screening CCNC(=O)NC(=O)COc1ccccc1C#N returned UPR CHOP act 3.7, APJ ag 0, tim23-1 inh -3, Jurkat NFkB inh -53, XBP1 UPR activ 1, APJ antag 10, Mdm2-MdmX inh -17 and 697 NFkB inh -35.
For CC(C)COc1ccc(C(=O)OCC(=O)NCCC2=CCCCC2)cc1 the results were UPR CHOP act -0.3, APJ ag -5, tim23-1 inh -2, Jurkat NFkB inh 5, XBP1 UPR activ 2, APJ antag 13, Mdm2-MdmX inh 14 and 697 NFkB inh 21.
Screening CN1CC(=O)N(CC(=O)Nc2ccc3c(c2)CCC3)C1=O returned UPR CHOP act 0.1, APJ ag 1, tim23-1 inh 12, Jurkat NFkB inh 9, XBP1 UPR activ -2, APJ antag -7, Mdm2-MdmX inh 13 and 697 NFkB inh 8.
For Cc1csc(NC(=O)CCNC(=O)c2ccccc2Cl)n1 the results were UPR CHOP act 2.4, APJ ag -3, tim23-1 inh 14, Jurkat NFkB inh -8, XBP1 UPR activ -2, APJ antag 14, Mdm2-MdmX inh -8 and 697 NFkB inh 14.
For CC(C)(C)CN1CCN(CC#Cc2ccccc2)CC1CCO (stereo not drawn) the results were UPR CHOP act 1.7, APJ ag -3, tim23-1 inh 6, Jurkat NFkB inh -6, XBP1 UPR activ -1, APJ antag -2, Mdm2-MdmX inh 6 and 697 NFkB inh 5.
For CCN(Cc1cc(=O)n2ccsc2n1)Cc1nc2cc(OC)c(OC)cc2c(=O)[nH]1 the results were UPR CHOP act -0.4, APJ ag -4, tim23-1 inh -3, Jurkat NFkB inh -6, XBP1 UPR activ -1, APJ antag -5, Mdm2-MdmX inh -13 and 697 NFkB inh 18.
`CN(C)c1ccc(/C=N/NC(=O)c2nonc2N)cc1[N+](=O)[O-]` gave UPR CHOP act 3.3, APJ ag -1, tim23-1 inh 13, Jurkat NFkB inh -6, XBP1 UPR activ 0, APJ antag -1, Mdm2-MdmX inh 9 and 697 NFkB inh -16.
COc1ccc(-n2c(SCC(=O)Nc3cc(C)on3)nc3c([nH]c4ccccc43)c2=O)cc1OC was read as UPR CHOP act 1.6, APJ ag -2, tim23-1 inh 5, Jurkat NFkB inh -1, XBP1 UPR activ 8, APJ antag 5, Mdm2-MdmX inh 14 and 697 NFkB inh 10.
`COc1ccc([N+](=O)[O-])cc1N(CC(=O)NCCCOC(C)C)S(C)(=O)=O` gave UPR CHOP act 0.0, APJ ag 0, tim23-1 inh 14, Jurkat NFkB inh -3, XBP1 UPR activ -1, APJ antag 6, Mdm2-MdmX inh 12 and 697 NFkB inh 16.
Screening Cc1cc(NC(=O)CSc2nc(N)c(NC(=O)c3ccc(F)c(F)c3)c(=O)[nH]2)no1 returned UPR CHOP act 1.8, APJ ag 2, tim23-1 inh 11, Jurkat NFkB inh 12, XBP1 UPR activ 0, APJ antag 10, Mdm2-MdmX inh 22 and 697 NFkB inh 8.

Three consecutive records out of the list so far, quoted:
Screening CCNC(=O)NC(=O)COc1ccccc1C#N returned UPR CHOP act 3.7, APJ ag 0, tim23-1 inh -3, Jurkat NFkB inh -53, XBP1 UPR activ 1, APJ antag 10, Mdm2-MdmX inh -17 and 697 NFkB inh -35.
For CC(C)COc1ccc(C(=O)OCC(=O)NCCC2=CCCCC2)cc1 the results were UPR CHOP act -0.3, APJ ag -5, tim23-1 inh -2, Jurkat NFkB inh 5, XBP1 UPR activ 2, APJ antag 13, Mdm2-MdmX inh 14 and 697 NFkB inh 21.
Screening CN1CC(=O)N(CC(=O)Nc2ccc3c(c2)CCC3)C1=O returned UPR CHOP act 0.1, APJ ag 1, tim23-1 inh 12, Jurkat NFkB inh 9, XBP1 UPR activ -2, APJ antag -7, Mdm2-MdmX inh 13 and 697 NFkB inh 8.

Remaining list, next part:
`CCN(CC)c1ccc(/C=N/N2C(=O)c3ccccc3C2=O)cc1` gave UPR CHOP act 3.7, APJ ag -3, tim23-1 inh 15, Jurkat NFkB inh 2, XBP1 UPR activ 1, APJ antag 6, Mdm2-MdmX inh 15 and 697 NFkB inh 18.
CC(=O)Nc1ccc(N/C(=N\S(=O)(=O)c2ccccc2)c2ccccc2)cc1 was read as UPR CHOP act 0.8, APJ ag 2, tim23-1 inh 11, Jurkat NFkB inh 16, XBP1 UPR activ -1, APJ antag -4, Mdm2-MdmX inh 6 and 697 NFkB inh 11.
Screening Cc1ccc(NC(=O)N(CCCN2CCOCC2)Cc2cccs2)cc1C returned UPR CHOP act -0.6, APJ ag 0, tim23-1 inh 12, Jurkat NFkB inh 7, XBP1 UPR activ -3, APJ antag 23, Mdm2-MdmX inh 2 and 697 NFkB inh 3.
`Cc1cccc(N2CCN(S(=O)(=O)c3c(C(=O)N4CCCCC4)c(C)n(C)c3C)CC2)c1C` gave UPR CHOP act -2.2, APJ ag -3, tim23-1 inh 26, Jurkat NFkB inh 7, XBP1 UPR activ -4, APJ antag 17, Mdm2-MdmX inh -10 and 697 NFkB inh 16.
Screening O=[N+]([O-])c1nn(-c2cccc(Cl)c2)n(O)c1=NCc1cccnc1 returned UPR CHOP act 2.1, APJ ag 1, tim23-1 inh 28, Jurkat NFkB inh -10, XBP1 UPR activ 1, APJ antag -8, Mdm2-MdmX inh -2 and 697 NFkB inh -23.
Screening Cc1sc2nc(SCC(=O)Nc3ccccc3F)[nH]c(=O)c2c1C returned UPR CHOP act 0.4, APJ ag -2, tim23-1 inh -9, Jurkat NFkB inh -2, XBP1 UPR activ 2, APJ antag 18, Mdm2-MdmX inh -21 and 697 NFkB inh 13.
`CCCSc1nsc(NC(=O)CCC)n1` gave UPR CHOP act 4.6, APJ ag 0, tim23-1 inh 27, Jurkat NFkB inh -58, XBP1 UPR activ 1, APJ antag 3, Mdm2-MdmX inh -119 and 697 NFkB inh -127.
`CCCOc1ccc2[nH]c(C(=O)N/N=C/c3cc(OC)c(OC)c(OC)c3)cc2c1` gave UPR CHOP act 6.1, APJ ag 6, tim23-1 inh 28, Jurkat NFkB inh -13, XBP1 UPR activ 5, APJ antag -19, Mdm2-MdmX inh 1 and 697 NFkB inh -44.
`Cc1noc(C)c1S(=O)(=O)N(C)CC(=O)Nc1ccc(F)cc1` gave UPR CHOP act -0.1, APJ ag -4, tim23-1 inh -15, Jurkat NFkB inh -23, XBP1 UPR activ -3, APJ antag -16, Mdm2-MdmX inh 7 and 697 NFkB inh 1.
`COc1cccc(N2CCN(C(=O)c3ccc(N4C(=O)NC5CC4(C)Oc4ccccc45)cc3)CC2)c1` (stereo not drawn) gave UPR CHOP act 2.4, APJ ag -2, tim23-1 inh 1, Jurkat NFkB inh 10, XBP1 UPR activ -2, APJ antag 10, Mdm2-MdmX inh 17 and 697 NFkB inh 12.
Screening COc1cc(C(=O)/C=C/c2cccnc2)c([N+](=O)[O-])cc1OC returned UPR CHOP act 10, APJ ag 1, tim23-1 inh 38, Jurkat NFkB inh 17, XBP1 UPR activ -1, APJ antag 20, Mdm2-MdmX inh 55* and 697 NFkB inh 11.
For Cc1cccc(-n2c(SCC(=O)NCC3CCCO3)nc3ccccc3c2=O)c1C (stereo not drawn) the results were UPR CHOP act -0.3, APJ ag -2, tim23-1 inh 6, Jurkat NFkB inh -15, XBP1 UPR activ -1, APJ antag 7, Mdm2-MdmX inh 17 and 697 NFkB inh -3.
For CCCCOc1ccc(Cc2c(Cl)nc(SC)nc2N2CCOCC2)cc1 the results were UPR CHOP act 1.4, APJ ag -4, tim23-1 inh 10, Jurkat NFkB inh 14, XBP1 UPR activ -1, APJ antag 11, Mdm2-MdmX inh 28 and 697 NFkB inh -28.
Screening Cn1c(=O)c(C(=O)CSc2nnc(Nc3ccccc3)s2)c(N)n(Cc2ccccc2)c1=O returned UPR CHOP act 2.1, APJ ag -2, tim23-1 inh 14, Jurkat NFkB inh 15, XBP1 UPR activ -5, APJ antag 8, Mdm2-MdmX inh 30 and 697 NFkB inh 2.
COc1ccc(/C=C/C(=O)OCC(=O)NCc2ccccc2)cc1OC was read as UPR CHOP act 1.1, APJ ag -5, tim23-1 inh -13, Jurkat NFkB inh 8, XBP1 UPR activ 1, APJ antag 24, Mdm2-MdmX inh 15 and 697 NFkB inh 14.
Cc1cccc(NC(=O)CNC(=O)COc2ccc(-c3ccc(C#N)cc3)cc2)c1C was read as UPR CHOP act -0.4, APJ ag 0, tim23-1 inh -5, Jurkat NFkB inh 13, XBP1 UPR activ -6, APJ antag -11, Mdm2-MdmX inh 9 and 697 NFkB inh 0.
`O=c1c2ccccc2sn1-c1ccc(S(=O)(=O)N2CCCCC2)cc1` gave UPR CHOP act 6.2, APJ ag 3, tim23-1 inh 1, Jurkat NFkB inh 0, XBP1 UPR activ -3, APJ antag -30, Mdm2-MdmX inh 30 and 697 NFkB inh 14.
For CN(C)c1cc[n+](CC(=O)Nc2ccc(Cl)c([N+](=O)[O-])c2)cc1 the results were UPR CHOP act -0.5, APJ ag 0, tim23-1 inh -11, Jurkat NFkB inh -8, XBP1 UPR activ -1, APJ antag -4, Mdm2-MdmX inh 7 and 697 NFkB inh -24.
`Cc1nc(SCC(=O)Nc2c(C)n(C)n(-c3ccccc3)c2=O)[nH]c(=O)c1C` gave UPR CHOP act -1.8, APJ ag -2, tim23-1 inh -12, Jurkat NFkB inh 1, XBP1 UPR activ -1, APJ antag -10, Mdm2-MdmX inh 11 and 697 NFkB inh 16.
`O=C(N/N=C/c1cccc(O)c1)c1ccc(COc2cccc3cccnc23)cc1` gave UPR CHOP act 4.6, APJ ag -3, tim23-1 inh 13, Jurkat NFkB inh 3, XBP1 UPR activ 5, APJ antag 0, Mdm2-MdmX inh 54* and 697 NFkB inh 14.
`COc1ccccc1/C=C/C(=O)OCC(=O)NC1CCCCCCC1` gave UPR CHOP act 0.9, APJ ag -4, tim23-1 inh 36, Jurkat NFkB inh 4, XBP1 UPR activ 0, APJ antag 0, Mdm2-MdmX inh 4 and 697 NFkB inh 4.
Screening COc1ccc(N(CCC#N)S(=O)(=O)c2cccc3nsnc23)cc1 returned UPR CHOP act 0.0, APJ ag -3, tim23-1 inh -1, Jurkat NFkB inh 0, XBP1 UPR activ 2, APJ antag 2, Mdm2-MdmX inh -18 and 697 NFkB inh -4.
For C=CCn1c(SCC(=O)NC2CC2)nnc1-c1cccs1 the results were UPR CHOP act 1.9, APJ ag -5, tim23-1 inh -14, Jurkat NFkB inh -1, XBP1 UPR activ -7, APJ antag 9, Mdm2-MdmX inh 4 and 697 NFkB inh 24.
Screening O=C(Nc1ccc(F)cc1)c1cc2cc(Cl)ccc2[nH]1 returned UPR CHOP act 5.6, APJ ag -2, tim23-1 inh -13, Jurkat NFkB inh -45, XBP1 UPR activ 3, APJ antag -2, Mdm2-MdmX inh -23 and 697 NFkB inh -40.
`Cc1cc(C)c(OCC(O)CN2CCN(c3ccccn3)CC2)c(C)c1` (stereo not drawn) gave UPR CHOP act 1.6, APJ ag -9, tim23-1 inh 23, Jurkat NFkB inh -18, XBP1 UPR activ -1, APJ antag 4, Mdm2-MdmX inh -12 and 697 NFkB inh -21.

Bioassay records: PubChem BioAssay, Sanford-Burnham Center for Chemical Genomics
